pPAFAH FP inh: inhibitors of human plasma PAF acetylhydrolase (pPAFAH). Q13093. recombinant pPAFAH, FP-rhodamine probe fluorescence polarization. inhibition, % at 3.39 µM. actives 1.5% (n = 330,000). AID 463082;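 active means inhibition above the mean inhibition across the screen plus 3 SD, cut at about 25% in these data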;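 further: inhibitors block binding of the rhodamine activity-based probe so polarization drops; 0% = enzyme with DMSO and 100% = wells lacking pPAFAH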
LYPLA2 counter: counter-screen for PME1 inhibitors: inhibitors of human LYPLA2; AID 2177; O95372; inhibition, % at 5.9 µM; actives 0.38% (n = 320,000); recombinant LYPLA2, FP-Rh probe fluorescence polarization;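 active means inhibition above the screen-wide mean plus 3 SD, limit set per campaign, cut at about 26% in these data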;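 further: 0% = LYPLA2 with DMSO and 100% = wells lacking LYPLA2 enzyme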
GSTO1 counter: blocks human GSTO1 in RBBP9 counter-screen. AID 1974. P78417. actives 1.1% (n = 300,000). inhibition, % at 5.96 µM. recombinant GSTO1, activity-based probe fluorescence polarization;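 active means inhibition above the campaign mean inhibition plus 3 SD, cut at about 35% in these data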;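 further: 0% = GSTO1-1 with DMSO and 100% = wells lacking GSTO1-1 enzyme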
Target sequence (P78417 whole entry, looked up): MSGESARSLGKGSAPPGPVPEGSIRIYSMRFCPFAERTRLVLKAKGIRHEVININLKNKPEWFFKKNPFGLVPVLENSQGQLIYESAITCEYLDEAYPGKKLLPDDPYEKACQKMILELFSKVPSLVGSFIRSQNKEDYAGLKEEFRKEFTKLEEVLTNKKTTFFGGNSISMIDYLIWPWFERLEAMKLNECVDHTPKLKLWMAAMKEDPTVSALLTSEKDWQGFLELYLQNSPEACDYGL
PAD4 FP inh: inhibitors of human PAD4 | recombinant PAD4, RCA probe fluorescence polarization | AID 485272 | actives 0.41% (n = 330,000) | inhibition, % at 6.36 µM;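 active means percent inhibition above a cutoff equal to the mean of all tested compounds plus 3 SD, cut at about 15% in these data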;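 further: 0% = PAD4 with RCA probe and DMSO and 100% = probe without PAD4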
LYPLA1 inh: counter-screen for PME1 inhibitors: inhibitors of human LYPLA1; O75608; recombinant LYPLA1, FP-Rh probe fluorescence polarization; inhibition, % at 5.9 µM; actives 0.16% (n = 320,000); AID 2174;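 active means inhibition above the mean of all tested compounds plus 3 SD, set per campaign, cut at about 14% in these data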;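 further: inhibitors block serine hydrolase probe labeling of LYPLA1 so polarization falls; 0% = enzyme with DMSO and 100% = wells lacking LYPLA1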
Target sequence (O75608 whole entry, looked up): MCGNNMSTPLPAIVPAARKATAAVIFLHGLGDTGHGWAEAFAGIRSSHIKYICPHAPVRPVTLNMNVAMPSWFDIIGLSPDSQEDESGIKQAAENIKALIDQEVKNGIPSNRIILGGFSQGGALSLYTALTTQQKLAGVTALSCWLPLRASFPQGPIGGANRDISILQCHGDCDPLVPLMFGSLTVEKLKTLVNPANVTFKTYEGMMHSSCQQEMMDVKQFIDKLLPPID
PREPL inhibitor: inhibitors of human prolyl oligopeptidase-like enzyme PREPL; Q4J6C6; recombinant PREPL, fluorescence polarization activity-based probe; inhibition, % at 5.96 µM; actives 0.68% (n = 320,000); AID 2751; in the data active means inhibition above about 43%;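 further: 0% = enzyme with DMSO and 100% = wells lacking enzyme; many of its hits are not listed in these tables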
PAFAH1B3 inh: blocks human PAF acetylhydrolase 1B catalytic subunit 3; Q15102; recombinant PAFAH1B3, FP-rhodamine probe, fluorescence polarization; inhibition, % at 3.39 µM; actives 0.28% (n = 340,000); AID 492972;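 active means inhibition above the screen-wide average of all tested compounds plus 3 SD, cut at about 25% in these data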;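 further: 0% = enzyme with DMSO only and 100% = wells lacking PAFAH1B3 protein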
Target sequence (Q15102 whole entry, looked up): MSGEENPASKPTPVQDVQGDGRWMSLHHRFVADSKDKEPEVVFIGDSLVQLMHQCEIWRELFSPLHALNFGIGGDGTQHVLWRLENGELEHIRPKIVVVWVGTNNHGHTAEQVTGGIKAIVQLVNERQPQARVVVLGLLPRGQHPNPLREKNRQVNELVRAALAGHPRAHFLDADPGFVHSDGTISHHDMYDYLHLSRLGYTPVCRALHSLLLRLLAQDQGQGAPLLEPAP
PAFAH1B2 inh: inhibitors of human PAFAH1B2; recombinant PAFAH1B2, FP-rhodamine activity probe, fluorescence polarization; actives 1.2% (n = 340,000); inhibition, % at 3.39 µM; P68402; AID 492953;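 active means inhibition above the mean of all tested compounds plus 3 SD, cut at about 24% in these data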;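 further: 0% = enzyme with DMSO and 100% = wells lacking PAFAH1B2; many of its hits are not listed in these tables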
Target sequence (P68402 whole entry, looked up): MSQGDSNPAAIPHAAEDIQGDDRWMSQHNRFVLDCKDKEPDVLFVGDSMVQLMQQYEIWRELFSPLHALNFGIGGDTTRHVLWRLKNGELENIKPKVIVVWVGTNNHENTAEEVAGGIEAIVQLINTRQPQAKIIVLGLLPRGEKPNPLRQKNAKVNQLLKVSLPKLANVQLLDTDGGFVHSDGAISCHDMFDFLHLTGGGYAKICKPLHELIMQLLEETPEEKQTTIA
PAFAH2 FP inh: PAFAH2 (human) inhibition | Q99487 | recombinant PAFAH2, FP-rhodamine activity probe, fluorescence polarization | inhibition, % at 3.39 µM | actives 0.99% (n = 340,000);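 active means inhibition above the mean over all tested compounds plus 3 SD, cut at about 30% in these data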;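 further: inhibitors block probe labeling of enzyme so polarization drops; 0% = enzyme with DMSO and 100% = wells lacking PAFAH2 protein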
The depositor's hits bear a star; . = no result given.

SMILES	pPAFAH FP inh	LYPLA2 counter	GSTO1 counter	PAD4 FP inh	LYPLA1 inh	PREPL inhibitor	PAFAH1B3 inh	PAFAH1B2 inh	PAFAH2 FP inh
Cc1nnc(SCC(=O)NC2CCCC(C)C2C)n1N (centres undefined)	0.9	.	.	-0.5	.	16.1	-1.5	-0.1	-5.2
COc1ccc(Cl)cc1NC(=O)CN(C)C(=O)CCCc1c[nH]c2ccccc12	4.6	0.8	-1.9	-2.2	-3.1	15.1	6.9	1.7	2.7
O=C(O)C1(c2ccccc2)CCC(Nc2ccccc2)C1 (centres undefined)	3.8	-0.2	2.0	-3.5	2.7	-0.3	3.9	5.8	0.1
CC(=O)Nc1ccc(NC(=O)C(C)OC(=O)CNC(=O)c2sc3ccccc3c2Cl)cc1 (centres undefined)	1.6	-2.3	-1.6	0.0	1.7	-44.6	15.8	5.7	-6.7
O=C(Nc1ccncc1)c1ccc(Br)cc1	-0.6	-0.4	-3.0	-2.0	-3.8	4.7	7.0	-0.8	6.2
O=C(Cc1ccc(F)cc1)Nc1ccccc1Sc1ccccc1	-0.2	-3.0	-0.7	3.3	-1.5	10.2	1.9	3.4	7.1
COc1ccc(C)cc1NC(=O)C1CCN(C(=O)c2ccc(C(C)(C)C)cc2)CC1	5.0	41.2*	-0.5	-0.7	9.8	1.5	0.8	6.7	0.4
CCCCCCS(=O)[C@H]1CS(=O)(=O)C[C@@H]1S(=O)CCCCCC (some centres undefined)	3.2	3.8	-3.0	2.1	2.2	0.5	9.7	-0.3	-1.1
COc1ccc(CCNC(=O)CSc2nnc(CNC(=O)c3c(F)cccc3Cl)o2)cc1OC	0.4	-2.0	8.8	-1.4	-2.0	3.8	4.9	2.5	6.4
COc1ccc(/C=C/C(=O)NCCc2nc3ccccc3[nH]2)cc1	-2.7	0.5	8.6	-1.1	2.4	12.3	.	.	.
COCCN1C=C(C(=O)OC)C(c2ccc(Cl)cc2)C(C(=O)OC)=C1	1.6	5.8	-7.2	-3.1	-0.5	22.0	12.1	-0.8	5.3
CCc1cccc(NC(=O)c2ccc(NS(=O)(=O)c3c(C)noc3C)cc2)c1	28.8*	-8.2	-10.4	-2.3	-1.2	9.8	6.5	4.6	5.8

Compounds above that contain four or more nitrogen atoms, in the order listed:
SMILES	pPAFAH FP inh	LYPLA2 counter	GSTO1 counter	PAD4 FP inh	LYPLA1 inh	PREPL inhibitor	PAFAH1B3 inh	PAFAH1B2 inh	PAFAH2 FP inh
Cc1nnc(SCC(=O)NC2CCCC(C)C2C)n1N (centres undefined)	0.9	.	.	-0.5	.	16.1	-1.5	-0.1	-5.2
COc1ccc(CCNC(=O)CSc2nnc(CNC(=O)c3c(F)cccc3Cl)o2)cc1OC	0.4	-2.0	8.8	-1.4	-2.0	3.8	4.9	2.5	6.4

Continuation.
SMILES	pPAFAH FP inh	LYPLA2 counter	GSTO1 counter	PAD4 FP inh	LYPLA1 inh	PREPL inhibitor	PAFAH1B3 inh	PAFAH1B2 inh	PAFAH2 FP inh
O=S(=O)(NCC1NCCc2ccccc21)c1ccccc1 (centres undefined)	5.9	-0.2	0.6	4.3	2.1	-1.0	-7.4	2.4	3.8
CN(C(=S)NC(=O)c1ccc(Cl)cc1)C1CCCCC1	3.9	2.2	2.2	1.7	-1.6	6.4	4.5	6.2	13.0
CN(Cc1ccccc1)c1nc2c(c(=O)[nH]c(=O)n2C)n1Cc1ccccc1F	6.1	-1.0	-0.2	-0.2	-1.4	8.9	-0.6	5.5	-4.5
NC(=O)CC(O)c1cccc(Cl)c1 (centres undefined)	-5.2	-1.8	-5.9	-1.3	-1.1	8.2	9.3	-1.0	-6.3
CN(C)S(=O)(=O)n1cc(/C=C(\NC(=O)c2ccccc2)C(=O)NCCCN2CCOCC2)c2ccccc21	-1.6	-4.7	3.2	-2.5	-0.6	10.3	10.9	5.2	0.3
COc1ccc(S(=O)(=O)NCC(c2ccc(F)cc2)N2CCN(C)CC2)cc1 (centres undefined)	5.3	-3.4	2.0	-1.5	2.6	-2.9	1.5	-0.2	-3.0
CCN1C(=O)C(C(=O)NC(C)c2ccccc2)C2CC1(C)Oc1ccccc12 (centres undefined)	1.9	0.9	6.2	-1.6	0.6	12.9	2.2	-1.5	-4.0
O=C(C1CCN(S(=O)(=O)N2CCOCC2)CC1)N1CCN(c2ccccc2)CC1	8.4	-0.6	2.8	2.1	-0.8	13.9	4.5	1.1	1.2
O=C1c2ccncc2C(=O)N1c1cccc(Cl)c1	5.4	4.0	-4.3	-7.2	3.8	-4.7	0.5	2.5	5.7
O=[N+]([O-])c1ncccc1OCc1ccc(Br)cc1F	-0.7	-5.8	0.5	1.1	-0.2	11.2	-0.3	0.8	-8.3
CC(C)c1ccc(/C=C2\SC(=S)N(CC(=O)NCCCN3CCOCC3)C2=O)cc1	0.5	-6.4	-5.3	-12.9	-5.9	18.1	-0.2	1.4	4.2
CCCC(=O)NC(C)C(c1cccs1)N1CCN(C)CC1 (centres undefined)	-0.7	-3.3	-1.0	-1.6	-1.5	12.3	-4.6	0.7	-4.3
Cc1c(N=NC2=C(O)CC(C)(C)CC2=O)c(=O)n(-c2ccccc2)n1C	1.8	2.3	12.6	-3.5	-2.1	-1.3	0.0	-1.1	2.7
CCOc1ccc(NC(=O)CN(C)C(=O)c2ccccc2OCc2c(C)noc2C)cc1OCC	0.7	-2.3	3.0	-2.3	-0.8	-4.9	7.2	0.1	-3.2
CC1CCN(C(=O)/C(=C\c2ccco2)NC(=O)c2ccccc2)CC1	3.2	-0.6	2.6	-4.9	-3.0	3.6	2.3	5.8	-10.8
COc1ccccc1-c1nc(C#N)c(N2CCN(C(=O)c3ccco3)CC2)o1	8.7	4.2	2.2	-4.5	-1.8	-0.5	-2.9	5.0	-10.4
O=C(CSc1nccn1-c1cccc(Cl)c1)NO	-0.6	5.7	-6.5	-2.8	1.0	9.9	7.4	9.2	1.1
Cn1cc(C(=O)N2CCCCCC2)c(=O)c2cc(S(=O)(=O)N3CCCCC3)ccc21	2.7	13.2	3.1	-2.7	6.5	-1.1	-9.3	9.5	-5.0
Cc1cc(C(=O)CSc2ccccc2)cc(C)c1O	8.3	-1.4	-2.0	-4.4	-0.9	-3.0	4.5	14.2	3.9
CCOCCCN(C(=O)c1snc(C(N)=O)c1N)C(C(=O)NC1CCCC1)c1ccc(F)cc1 (centres undefined)	5.0	2.2	0.8	-4.0	3.1	-5.6	9.0	-0.3	-11.3
O=C1CC(=O)N(CCc2ccccc2)C(=O)N1CCc1ccccc1	18.4	2.7	9.9	-16.3	-1.6	7.9	6.6	1.6	0.0
CCOc1ccc(NC(=O)CCC(=O)c2ccc(OC)cc2)cc1	0.0	16.3	-2.4	-3.5	1.6	-4.4	-1.9	1.0	4.9
C/C(=N/NC(=O)OC(C)(C)C)c1ccco1	1.0	5.2	-1.3	-2.3	-0.5	-3.9	8.3	5.8	4.2
Cc1ccc(C(=O)Nc2cccc(-c3ccc(N4CCOCC4)nn3)c2)cc1	-2.1	0.1	-0.9	-11.0	-2.0	7.5	14.2	-1.3	-2.3
COc1cc(S(=O)(=O)N2CCOCC2)ccc1NC(=O)COC(=O)c1ccc(Cl)nc1	-1.3	.	.	5.2	.	6.7	10.2	1.5	1.5
CCOc1ccc(C(=O)OCCN(C)C)cc1	3.3	-6.5	-2.8	6.0	-3.3	-7.4	-6.1	7.0	10.9
COc1ccc(C(=O)NC2CC2)cc1OC1CCN(C/C=C/c2ccccc2)CC1	1.8	5.2	-2.2	-1.0	-0.1	-10.1	4.6	-6.6	-10.3
CCOc1ccc(-c2cccc(NC(=O)COc3ccccc3)c2)nn1	3.6	3.6	12.5	-7.9	1.2	-12.5	8.8	4.2	-1.0
CCCOc1cccc(C2/C(=C(/O)c3ccc(F)cc3)C(=O)C(=O)N2CCN(C)C)c1 (centres undefined)	0.8	10.3	1.4	2.6	-3.0	1.1	3.6	2.6	4.2
O=C1NC(=O)C2(COC(c3ccncc3)OC2)S1 (centres undefined)	5.3	-0.2	4.5	2.0	-1.0	1.6	8.8	5.7	5.3
Cc1cccc(NC(=S)N2CCN(c3ccccc3F)CC2)c1C	1.1	-2.5	5.0	-6.7	1.2	7.4	-6.9	7.2	-5.4
Cc1cc(COc2ccccc2)oc1C(=O)O	4.4	7.5	1.9	-2.5	0.8	1.0	7.2	-0.5	4.5
CN(C)S(=O)(=O)c1ccc(C(=O)NC(=O)CSc2ccccc2)cc1	-3.4	-0.8	-0.6	1.2	-1.8	0.1	3.2	2.7	-2.2
O=C(C1CCC1)N(CCc1ccccc1)Cc1nc2ccccc2c(=O)[nH]1	-1.2	-4.2	8.4	-3.7	-0.4	-7.9	3.0	-4.6	5.4
CC/C=C/C(=O)N1CC2(CC(c3cccc(NC(=O)CCCCC)c3)=NO2)C[C@H]1C(N)=O (some centres undefined)	10.7	-0.2	-0.1	5.3	1.6	9.9	13.3	-2.8	1.7
Oc1ccc(C[C@@H]2CNCCN2CC2CCCCC2)cc1	0.1	-11.4	4.1	5.2	-0.8	-1.0	-3.9	-3.9	2.4
C=C(C)C(=O)N1CC2(CC(c3cccc(NC(=O)/C(C)=C\C)c3)=NO2)C[C@H]1C(N)=O (some centres undefined)	6.7	0.9	3.8	-1.3	-2.7	-1.3	8.7	0.7	-7.5
O=C(CCNS(=O)(=O)c1ccccc1C(F)(F)F)N1CCCCCCC1	-1.1	-6.1	.	-3.0	-5.4	-0.3	-5.2	1.4	0.2
Cc1nc(NS(=O)(=O)c2ccccc2C)c2c3c(sc2n1)CCC3	8.5	9.0	-6.9	-0.1	0.6	-1.4	.	.	.
CCOC(=O)c1ccc(CSc2ncn[nH]2)o1	1.7	2.1	8.7	-1.7	-3.2	-1.3	5.0	1.1	-6.0
Cc1ccc(C(=O)COc2ccccc2N2C(=O)c3ccccc3C2=O)cc1	2.5	-0.1	-1.5	-1.3	-3.1	-1.9	-6.5	-0.9	1.1
COc1cccc(C2C=C(c3cccs3)Nc3ncnn32)c1OC (centres undefined)	-5.9	-6.5	10.7	-5.0	-0.3	1.8	4.5	1.0	8.0
CC1C=CCC2C(=O)N(c3ccc(OC(=O)c4ccco4)cc3)C(=O)C12 (centres undefined)	6.4	6.2	7.0	-0.9	2.0	15.9	4.1	4.6	-9.5
NS(=O)(=O)c1cccc(NC(=O)CCS(=O)(=O)c2ccc(Cl)cc2)c1	1.1	-2.2	-5.2	-5.0	-2.0	-1.4	5.3	15.4	4.0
CC(C)C(NC(=O)c1ccco1)C(=O)OCC(=O)c1ccccc1 (centres undefined)	1.3	2.1	3.5	3.3	0.2	-3.7	0.3	-0.8	1.4
CCOC(=O)c1cnc(SSc2ncc(C(=O)OCC)c(N)n2)nc1N	2.3	-2.0	0.9	-2.0	1.1	-3.0	10.4	5.4	0.2
COc1ccc(C(=O)c2ccccc2Cl)cc1	2.1	5.3	2.0	-1.6	-1.4	-2.5	5.2	6.8	7.6
COCCNC(=O)c1ccc(C(=O)C(=O)c2ccccc2)cc1	-0.5	-2.5	5.8	0.1	-2.8	-1.9	2.1	2.9	-1.7
COCCn1c(=N)c(S(=O)(=O)c2ccc(Br)cc2)cc2c(=O)n3ccccc3nc21	7.6	3.9	-4.3	1.9	1.2	-0.2	1.3	5.5	10.0
Cc1cc(C(=O)Nc2ccc(CC(=O)O)cc2)c(C)o1	-2.9	-4.1	4.2	0.1	-4.0	-1.6	-0.7	1.7	0.7

Compound activity deposited in PubChem BioAssay by The Scripps Research Institute Molecular Screening Center.

The list is partial; the hit share may differ from the screen's.
